Bioassay records (PubChem BioAssay)
TIM10 inh: growth inhibitors of isogenic TIM10 control yeast, primary screen, counter-screen for tim10-1 yeast inhibitor project, luminescence, uHTS. inhibition, % at 10 µM. AID 463195, 2010. S. cerevisiae TIM10 strain growth, BacTiter-Glo luminescence, 24 h. 330,000 tested, 1.4% active;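 active = inhibition of 40% or more at the single tested concentration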;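 note: wild-type TIM10 isogenic control strain grown at permissive 25 °C; 0% = DMSO yeast wells and 100% = minimal medium wells without yeast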
UPR XBP1 act: activators of adaptive XBP1 UPR arm, primary screen, cell-based, CHO-XBP1 luciferase reporter, luminescence, uHTS; 330,000 tested, 0.33% active; activation, % at 20 µM; IRE1-XBP1 UPR activation; percent of tunicamycin response, DMSO as zero;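 active = versus positive control, 20 µM dose yields 30% or more activation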;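 note: 100% = tunicamycin at 10 µg/mL and 0% = DMSO only wells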
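Material: CHO cell line with stable XBP1 luciferase reporter; buffer or medium: F12 medium containing 10% fetal bovine serum; compound: single point, 20 µM final compound, 1% DMSO; incubation: 6 h treatment, 37 °C; measured by: glow luminescence from Steady-Glo reagent; evaluation: activation, % of tunicamycin; control set: tunicamycin high, DMSO low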
APJ agonist: agonists of human apelin receptor APJ, primary screen, CHO-K1 cells, PathHunter beta-arrestin, luminescence; P35414; 0% DMSO wells, 100% apelin; activation, % at 20 µM; 330,000 tested, 0.11% active; AID 2520, 2010;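 active = activation more than six SD over the plate average, tested at 20 µM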;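 note: 0% = DMSO alone and 100% = apelin-13 at 10 nM; some results filed as inactive read as strong as hits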
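Assay system – PathHunter CHO-K1 APJ (AGTRL-1) beta-arrestin reporter cells · Compound – one dose, 20 µM compound, 1% DMSO · Timing – compound 90 min 25 °C, reagent 1 h · Measured by – luminescence from split beta-galactosidase complementation, Galacton Star/Emerald II substrate · Measure – beta-arrestin recruitment to APJ as agonist activity, luminescent signal · Benchmarks – DMSO vs Apelin-13 10 nM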
APJ antagonist: antagonists of human apelin receptor APJ, primary screen, CHO-K1 cells, beta-arrestin complementation, luminescence; P35414; inhibition, % at 20 µM; 330,000 tested, 0.32% active;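 active = inhibition above about 40% at 20 µM, limit read from the data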;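 note: cells challenged with 10 nM apelin-13 agonist together with compound; plate controls were apelin-13 plus DMSO wells for no effect and DMSO wells lacking apelin-13 for full effect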
Mdm2-MdmX inh: inhibitors of human Mdm2-MdmX association, primary screen, cell-based, luminescence, split luciferase, SaOS-2, uHTS; SaOS-2 split-luciferase Mdm2/MdmX complementation; inhibition, % at 8 µM; 330,000 tested, 3% active; AID 485346, 2010;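 active = inhibition of at least 50% at 8 µM in the primary screen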
Target sequence (O15151 whole entry, looked up): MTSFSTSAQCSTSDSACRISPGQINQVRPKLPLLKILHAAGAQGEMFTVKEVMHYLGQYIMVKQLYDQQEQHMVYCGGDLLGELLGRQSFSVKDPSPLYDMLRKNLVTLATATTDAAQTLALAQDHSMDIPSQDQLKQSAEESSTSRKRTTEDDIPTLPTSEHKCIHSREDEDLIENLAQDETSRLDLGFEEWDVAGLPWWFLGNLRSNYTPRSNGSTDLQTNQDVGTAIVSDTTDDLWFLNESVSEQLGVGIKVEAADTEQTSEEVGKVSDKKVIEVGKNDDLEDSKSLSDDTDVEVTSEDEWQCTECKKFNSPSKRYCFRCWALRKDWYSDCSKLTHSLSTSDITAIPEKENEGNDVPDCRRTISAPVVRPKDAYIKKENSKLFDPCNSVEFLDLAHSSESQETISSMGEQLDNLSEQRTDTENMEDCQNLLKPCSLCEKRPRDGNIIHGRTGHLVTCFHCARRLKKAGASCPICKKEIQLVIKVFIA
Target sequence (Q00987 whole entry, looked up): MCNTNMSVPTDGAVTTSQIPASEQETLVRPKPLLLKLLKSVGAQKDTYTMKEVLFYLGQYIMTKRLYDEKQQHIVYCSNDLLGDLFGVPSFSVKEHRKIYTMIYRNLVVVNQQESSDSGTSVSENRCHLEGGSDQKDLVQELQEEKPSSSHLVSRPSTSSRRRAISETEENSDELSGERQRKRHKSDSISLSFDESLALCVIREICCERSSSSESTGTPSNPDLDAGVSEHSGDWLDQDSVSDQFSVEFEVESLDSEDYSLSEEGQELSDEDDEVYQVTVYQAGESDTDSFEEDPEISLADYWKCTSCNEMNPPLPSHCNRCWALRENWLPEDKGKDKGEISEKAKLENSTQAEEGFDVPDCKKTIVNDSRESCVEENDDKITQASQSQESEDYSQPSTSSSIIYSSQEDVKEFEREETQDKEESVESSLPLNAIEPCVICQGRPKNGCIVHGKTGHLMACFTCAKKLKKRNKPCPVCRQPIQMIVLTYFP
tim23-1 inh: growth inhibitors of tim23-1 mutant yeast, primary screen, luminescence, uHTS. S. cerevisiae tim23-1 growth, BacTiter-Glo luminescence, 24 h. inhibition, % at 20 µM. 330,000 tested, 1.3% active;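 active = growth inhibition of the mutant yeast at or above 50%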;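 note: temperature-sensitive mutant grown at 25 °C; plate controls were DMSO-treated mutant yeast for no effect and medium wells lacking yeast for full effect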
CHOP UPR activ: activators of apoptotic CHOP UPR arm, primary screen, cell-based, CHO-CHOP luciferase reporter, luminescence, uHTS. UPR activation; percent of tunicamycin response over DMSO baseline. activation, % at 10 µM. 330,000 tested, 0.34% active;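 active = at 10 µM dose, activation of 40% or more, normalized to positive control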;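 note: 100% = tunicamycin at 10 µg/mL and 0% = DMSO alone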
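Evaluation: % reporter activation, DMSO baseline versus tunicamycin full activation; System: CHO-CHOP luciferase reporter cell line; Input: 500 cells/well; Incubation: 6 h compound treatment, 37 °C; Measured by: Steady-Glo luciferase luminescence; Dosing: one dose, 10 µM in 0.5% DMSO; Buffer or medium: F12 medium, 10% FBS; Benchmarks: positive tunicamycin 10 µg/mL, negative DMSO alone.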
CXCR6 inh: CXCR6 receptor inhibitors, primary screen, cell-based, beta-arrestin, luminescence, CHO-K1 PathHunter, 1536-well; C-X-C chemokine receptor type 6 (Homo sapiens), O00574; 360,000 tested, 0.36% active; inhibition, % at 20 µM; in the data active = inhibition above about 34%, passing the limit was not always enough;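 note: antagonist mode with CXCL16 agonist at 10 nM final; 0% = 10 nM CXCL16 with DMSO and 100% = unstimulated wells without agonist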
tim10-1 inh: growth inhibitors of tim10-1 mutant yeast, primary screen, luminescence, uHTS; inhibition, % at 20 µM; S. cerevisiae tim10-1 ts strain growth, BacTiter-Glo, 24 h; 330,000 tested, 2.2% active;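 active = inhibition of at least 40%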;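 note: mutant grown at 25 °C; 0% = DMSO wells with yeast and 100% = wells holding no yeast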
An asterisk follows results filed as active; x = no result given. An excerpt; count on the stated rates, not on these rows.

SMILES	TIM10 inh	UPR XBP1 act	APJ agonist	APJ antagonist	Mdm2-MdmX inh	tim23-1 inh	CHOP UPR activ	CXCR6 inh	tim10-1 inh
CC(C(=O)NCC1CCCO1)N1C(=O)C2C3CC(C(Br)C3Br)C2C1=O (stereo not drawn)	4	1	-6	30	1	-2	-0.3	4	-7
CCCOC(=O)/C(C(N)=NCc1ccccc1)=C(\O)OCCC	18	0	0	11	2	36	0.0	0	24
C/C(=C\C(=O)c1ccc(Br)cc1)Nc1cccc(Cl)c1	21	6	-13	5	-56	11	3.9	35	24
Cc1cnc(C(=O)OCC(=O)c2ccc[nH]2)cn1	7	3	-5	10	20	-10	0.7	-3	-15
O=C(CC(NS(=O)(=O)c1ccc(Cl)cc1)c1ccco1)NC1CCCC1 (stereo not drawn)	0	-3	-3	11	20	8	1.5	-8	9
Cc1ccc(-c2nnc(C)c(N3CC(C)OC(C)C3)n2)cc1 (stereo not drawn)	-10	0	-4	-4	14	20	-3.3	10	22
O=C(NNS(=O)(=O)c1ccc(Cl)cc1)c1cccc(S(=O)(=O)N2CCOCC2)c1	-15	0	-1	16	7	-5	0.0	-5	-2
COc1cc(OC)cc(C(=O)NCC(=O)N2CCCCC2)c1	-1	1	-14	-2	4	-5	1.6	-6	13
COc1ccc(Cl)c2sc(N(CCN(C)C)C(=O)CCS(=O)(=O)c3ccc(C)cc3)nc12	15	3	2	14	12	15	-0.3	8	15
Cc1ccc(N2CC(C(=O)N3CCC(C(=O)Nc4nncs4)CC3)CC2=O)cc1 (stereo not drawn)	1	-3	-2	14	-3	5	3.5	-5	-8
CCC(C)(C)n1nnnc1C(c1ccc(C)cc1)N(Cc1ccco1)Cc1cccs1 (stereo not drawn)	24	-2	-5	16	26	11	0.3	16	29
O=C1CC(N2CCN(c3ccc(F)cc3)CC2)C(=O)N1c1ccc(F)cc1 (stereo not drawn)	3	1	0	-22	-24	11	2.0	-4	1

Reformatted in CSV form: four of the compounds above.
compound,TIM10 inh,UPR XBP1 act,APJ agonist,APJ antagonist,Mdm2-MdmX inh,tim23-1 inh,CHOP UPR activ,CXCR6 inh,tim10-1 inh
CC(C(=O)NCC1CCCO1)N1C(=O)C2C3CC(C(Br)C3Br)C2C1=O (stereo not drawn),4,1,-6,30,1,-2,-0.3,4,-7
CCCOC(=O)/C(C(N)=NCc1ccccc1)=C(\O)OCCC,18,0,0,11,2,36,0.0,0,24
C/C(=C\C(=O)c1ccc(Br)cc1)Nc1cccc(Cl)c1,21,6,-13,5,-56,11,3.9,35,24
Cc1cnc(C(=O)OCC(=O)c2ccc[nH]2)cn1,7,3,-5,10,20,-10,0.7,-3,-15

(listing goes on)
SMILES	TIM10 inh	UPR XBP1 act	APJ agonist	APJ antagonist	Mdm2-MdmX inh	tim23-1 inh	CHOP UPR activ	CXCR6 inh	tim10-1 inh
C#CCOCCOCCOCCNc1nc(N2CCN(C(=O)[C@H](CCC(=O)O)n3cc([C@@H](N)CO)nn3)CC2)nc(N2CCN(C(=O)[C@H](CCC(=O)O)n3cc([C@@H](N)CCSC)nn3)CC2)n1	2	-2	-4	-10	6	-8	0.6	3	-6
O=C(COC(=O)CC1CC2CCC1C2)NCc1ccc(F)cc1 (stereo not drawn)	3	-1	-7	0	17	22	-0.6	2	5
Cc1ccc2[nH]c3c(=O)n(CCC4=CCCCC4)cnc3c2c1	4	1	-3	-6	22	2	-4.1	x	1
Cc1ccc(N(CC(O)CN2CCCCC2)S(=O)(=O)c2ccccc2[N+](=O)[O-])cc1 (stereo not drawn)	-18	-1	-1	2	-13	-2	0.2	4	-6
COc1ccc2[nH]c3c(c2c1)CCN1C(=O)C(CC(=O)NC(C)(C)C)C[C@H](C(=O)N(C(C)C)C(C)C)[C@@]31C (stereo partly drawn)	0	1	x	x	20	39	2.6	-9	20
CN(C)C(=O)C1CCC(=O)N1Cc1cccs1 (stereo not drawn)	-3	1	-3	1	-11	0	1.2	5	-6
Cn1ncc([N+](=O)[O-])c1C(=O)Nc1nccs1	0	0	-3	17	8	2	4.7	-13	6
CCOC(=O)NC(=O)c1cn(Nc2ccccc2)c(=O)[nH]c1=O	-6	-2	-1	5	14	2	0.1	1	-9
CCc1ccc(/C=C2/SC(=S)N(CCC(=O)Nc3cccc(C(=O)O)c3)C2=O)cc1	3	-2	1	2	1	10	1.9	0	6
COc1ccc(-c2csc(NC(=O)COC(=O)Cc3ccc(Cl)cc3Cl)n2)cc1	6	4	-1	5	-108	7	5.5	x	6
Cc1cc(NC(=O)Cn2c(=O)n(Cc3ccccc3)c(=O)c3ccccc32)no1	-12	-4	-1	-15	15	-17	-0.2	2	3
CCOC(=O)CNC(=O)c1sc(NC(=O)c2cccc(F)c2)nc1C	16	0	-1	6	-1	6	6.1	2	11
Cc1ccc(-n2c(Cn3ncc4ccccc4c3=O)n[nH]c2=S)cc1	5	1	1	-3	-12	-9	-1.0	-8	4
O=C(NCCc1ccccc1)c1ccc(CS(=O)Cc2cccc(Cl)c2)o1 (stereo not drawn)	-2	-7	-1	11	0	14	1.1	2	15
CCOCCCNC(=O)C(=O)NCCCOCC	3	0	-3	12	14	6	0.9	-6	-11
CC(=O)N/C(N)=N/c1nc2cc(C)ccc2o1	-15	0	-6	9	-86	3	9.8	1	-19
Cc1cc2occ(CC(=O)NNC(=O)c3ccccc3)c2cc1C	-5	-2	8	9	5	8	1.3	0	11
CCOCCCNCc1ccc(OCc2ccccc2Cl)cc1	-27	-1	3	-2	9	-34	1.4	1	-57
Cc1ccc(-n2cc(CNC(C)c3cnn(C)c3)c(-c3ccc(F)cc3)n2)cc1 (stereo not drawn)	14	-3	-3	-2	42	-2	5.3	2	21
Cc1sc(N2C(=O)C3C4C=CC(C4)C3C2=O)c(C#N)c1C (stereo not drawn)	-36	-1	3	15	-28	16	-0.9	4	12
Cn1nnnc1NCc1c(F)cccc1Cl	12	-3	-2	-2	15	10	0.6	1	9
O=C(Cc1cccs1)N1CCN(S(=O)(=O)c2ccccc2)CC1	2	2	-1	-25	18	5	1.5	-3	1
CCOC(=O)c1ccc(Nc2nnc(C(C)(C)C)c(=O)[nH]2)cc1	-25	12	1	-6	7	11	3.4	-8	17
COCCn1c(C(=O)N2CCCC2)cc2c1C[C@H]1CN(C(=O)c3ccccc3)[C@@](Cc3ccc(F)cc3)(C(=O)OC)[C@@H]21	5	2	2	23	-30	8	0.7	x	-3
Cc1nc(-c2ccccn2)nc(SCC(=O)N2CCOCC2)c1Cl	-9	-2	-6	-6	11	-21	-0.9	8	-21
O=C(CN1CCOCC1)Nc1ncc(Cc2cccc(Cl)c2Cl)s1	32	1	-2	16	9	14	-0.8	-10	34
CN(c1ccc(C(=O)NCC2CCCO2)cc1)S(=O)(=O)c1ccccc1 (stereo not drawn)	-9	-2	-3	5	2	-3	-1.9	-12	7
COc1ccccc1/C=N/Nc1cc(C)nc2ccc(C)cc12	3	-2	4	-32	-38	25	0.5	-2	16
Cc1csc(Sc2ccc(C(=O)OCC(=O)Nc3ccc(F)cc3[N+](=O)[O-])cc2[N+](=O)[O-])n1	-25	0	3	-20	-28	-18	3.5	-4	-23
COc1ccc(S(=O)(=O)N2CCN(S(=O)(=O)c3ccc4c(c3)OCCO4)CC2)cc1C	16	-2	-3	-1	13	23	1.4	-4	23
COc1ccc(NC(=O)Nc2cccc(C(F)(F)F)c2)cn1	2	-4	1	1	17	23	0.0	-1	15
Fc1ccc(C2CC(c3ccco3)=NN2c2ccccc2)cc1 (stereo not drawn)	19	1	-6	8	-27	5	-0.4	4	20
CC1CCC(NC(=O)CN2C(=O)NC3(CCCCC3C)C2=O)CC1 (stereo not drawn)	11	0	-1	7	3	2	-0.6	1	1
CCO[C@H]1OC(C(N)=O)=C[C@@H](C(C)(C)C)[C@@H]1CCCO	-9	3	-6	-14	21	1	0.6	3	-21
O=[N+]([O-])c1cccc(/C=N/Nc2nc(NCc3ccccc3)nc(N3CCOCC3)n2)c1O	24	21	-10	76*	22	48	8.4	95*	5
COc1ccc(S(=O)(=O)N(C)c2ccc(C(=O)NC3CCCC3)cc2)cc1	-19	-2	-4	-10	-18	17	-2.9	5	-5
Nc1cc(=O)[nH]c(SCC(=O)Nc2cc([N+](=O)[O-])ccc2Cl)n1	-19	-2	-4	-5	-2	-3	-0.2	-11	3
N#Cc1cccc(Oc2ccc(S(=O)(=O)N3CCCC3)cn2)c1	-5	1	0	16	5	4	0.2	4	15
O=[N+]([O-])c1ccc(OCC(O)CN(CCO)CCO)cc1 (stereo not drawn)	11	-2	-2	15	9	-4	-0.5	2	14
Cc1cc(NC(=O)c2ccccc2[N+](=O)[O-])ccc1Br	15	2	-1	-16	-44	30	6.2	-7	32
COc1cc(C(=O)Nc2sc3c(c2C(=O)NCc2ccco2)CCCC3)cc(OC)c1OC	16	7	1	3	14	-5	7.8	17	26
COc1ccc(NS(=O)(=O)c2cccc(C(=O)NCC(c3ccco3)N3CCCCC3)c2)cc1 (stereo not drawn)	6	-2	3	9	10	-4	1.3	-7	-4
CCOc1ccc(C(=O)NC2CCN(S(C)(=O)=O)CC2)cc1	-18	1	-1	-6	14	6	3.0	-9	10
Cn1c(=O)c2c(ncn2CC(=O)OCC(=O)Nc2ccc(F)cc2Cl)n(C)c1=O	3	-4	-3	4	7	12	-0.5	-2	6
CCNc1oc(COc2cccc(C)c2)nc1C#N	11	1	-4	17	-22	-4	5.8	-5	27
O=C(NCc1ccc(F)cc1)C1CCN(S(=O)(=O)N2CCC3(CC2)OCCO3)CC1	3	1	-1	-14	1	10	1.6	-7	-4
COC(=O)c1ccccc1NC(=O)CN1CCOCC1	3	1	3	-15	-3	15	0.1	3	2
O=C(CCl)Nc1cc(S(=O)(=O)N2CCCCCC2)ccc1Cl	18	-2	-3	11	92*	44	83*	0	15
Cc1nc2sc3c(=O)[nH]nnc3c2c(C)c1Br	8	-3	0	8	5	43	2.8	-1	42*
O=C1CCCC(O)=C1C=Nc1ccc(O)cc1	-4	-5	-3	7	12	0	5.6	1	11
COc1ccccc1NS(=O)(=O)c1ccc(NN=C2CCCC2)c([N+](=O)[O-])c1	4	-2	2	-2	28	30	0.4	17	18
CC(C)NC(=O)COc1cccc2ccccc12	3	3	-4	3	17	-12	-0.5	-2	18
COc1ccc(/C=C/C(=O)OCc2cccc([N+](=O)[O-])c2)cc1	-16	1	0	12	14	14	1.2	-1	-6
